# PKM2 act = increases activity of human pyruvate kinase M2 | P14618 | purified PKM2, Kinase-Glo ATP luminescence, activation; response scale: 0% is enzyme alone, no compound | Potency, µM (titrated, usually from 57.5 µM), for inactives: top-dose activation, hits mostly activators | hit rate 0.34% among 260,000 | AID 1631; further: potency means the concentration at half of the fitted maximal effect; on the % scale 0 is the no-effect control and ±100 the full control effect; nearly all actives have a fitted effect of over 55% in size
#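 hPK-M2, >95% pure; 0.1 mM ADP / 0.5 mM PEP final; imidazole pH7.2 buffer w/ 7 mM MgCl2, 50 mM KCl; 1 h RT; Kinase-Glo lum. Intermediate enzyme activity for dual inhibitor/activator qHTS.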
# USP2a block = USP2a (human) protease inhibition; O75604; USP2 core, Ub-CHOP2 coupled fluorogenic reporter, 485/531; Potency, µM (highest dose often 38.3 µM), for inactives: at the top dose activity change, negative = inhibition, most hits filed as inhibitors; hit rate 0.01% among 330,000;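 further: potency means the concentration at half of the fitted maximal effect; plate controls were DMSO wells for no effect and full inhibition by NEM control for full effect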
#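 USP2 core (10nM final) preincubated 30min RT with compound in 20mM Tris-HCl pH 8.0, 2mM CaCl2, 2mM beta-mercaptoethanol, 0.05% CHAPS; 25nM Ub-CHOP2 plus 25nM reporter substrate added, fluorescence (Ex485/Em531) read after 60min.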
# BCR signal inh = chronic active BCR signaling inhibition; ABC-DLBCL IkBa-CBG/CBR reporter, luminescence ratio, 4 h; Potency, µM (series often up to 46.1 µM), inactives show top-dose ratio change, negative = lower green/red ratio, most hits filed as inhibitors; hit rate 0.05% among 340,000; AID 493014; active means well fitted inhibition curve with a large enough effect in the signal ratio, with a control signal flat, not every such curve was filed as active; inconclusive means small, poorly fitted or top-dose-only effect, or effect the other way, or a change in a side signal; the % refers to the signal ratio;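 further: potency means the concentration at half of the fitted maximal effect; plate controls were basal doxycycline-induced cells for no effect and cells given 10 µM MG132 for full effect; MG132 reads +100%, hits lower the ratio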
#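 Doxycycline induced both beetle luciferases in TMD8 lymphoma cells; IKK-driven degradation limits the IkappaBalpha-fused green signal, while red luminescence normalises for cell number and nonspecific effects. Compounds tested up to 46 uM, 4 hrs.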
# S-ASM inh = inhibitors of human secretory acid sphingomyelinase; P17405; placental ASM, HMU-PC fluorogenic substrate, 60 min; Potency, µM (series often up to 57.5 µM), inactives show at the top dose activity change, negative = inhibition, usual class: inhibitors; hit rate 0.006% among 340,000; AID 504937; further: potency means the concentration at half of the fitted maximal effect
#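 Human placenta-derived ASM preincubated with compound 10 min at room temperature, then reacted with 9 uM (final) fluorogenic HMU-PC substrate for 60 min at 37 C. Stop solution raises pH to 10; fluorescence read at Ex 386/Em 447 nm.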
# MBNL1-CUG inh = blocks human MBNL1 binding to CUG repeat RNA; AID 2675; hit rate 0.036% among 280,000; Q9NR56; Potency, µM (titrated, usually from 57.5 µM), for the others: at the top dose activity change, negative = inhibition, hits mostly inhibitors; TR-FRET MBNL1-His/biotin-(CUG)12 binding, 665/545 ratio; active means well fitted inhibition curve with a large enough effect in the signal ratio, with a control signal flat, not every such curve was filed as active; inconclusive means small, poorly fitted or top-dose-only effect, or effect the other way, or a change in a side signal; inactive means no such curve, though single readings can be large or run the other way; the % refers to the signal ratio; further: potency means the concentration at half of the fitted maximal effect; on the % scale 0 is the no-effect control and ±100 the full control effect
# Target sequence (Q9NR56 whole entry, looked up): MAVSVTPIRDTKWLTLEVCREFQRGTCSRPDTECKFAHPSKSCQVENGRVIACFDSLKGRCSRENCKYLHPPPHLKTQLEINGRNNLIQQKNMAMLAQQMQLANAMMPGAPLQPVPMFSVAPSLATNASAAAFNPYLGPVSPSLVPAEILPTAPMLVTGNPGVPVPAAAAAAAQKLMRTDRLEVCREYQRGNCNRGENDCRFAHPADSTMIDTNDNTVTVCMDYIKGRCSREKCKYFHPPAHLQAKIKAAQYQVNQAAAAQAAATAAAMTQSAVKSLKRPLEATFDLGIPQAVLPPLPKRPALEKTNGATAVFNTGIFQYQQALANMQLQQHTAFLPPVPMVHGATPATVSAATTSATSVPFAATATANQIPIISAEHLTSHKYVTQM
#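 His-tagged MBNL1 binding to biotinylated (CUG)12 RNA was measured by TR-FRET using terbium anti-His antibody (0.055 ng/ul final) and streptavidin-XL665 (5 nM final). Compounds were titrated 92 nM to 58 uM; 60 min at room temperature.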
# Eya2 inh = inhibitors of human Eya2 phosphatase activity; recombinant Eya2, OMFP fluorescence dephosphorylation (OMFP is methylfluorescein phosphate); Potency, µM (top dose mostly 76.9 µM), for the others: at the highest dose activity, negative = inhibition, most hits filed as inhibitors; hit rate 0.006% among 330,000; further: potency means the concentration at half of the fitted maximal effect; on the % scale 0 is the no-effect control and ±100 the full control effect
#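 Eya2 protein (added as 0.2 uM solution) was preincubated with compound for 10 min at ambient temperature in 50 mM HEPES pH 7.5, 50 mM NaCl, 5 uM MgCl2, 0.05% BSA, 1 mM DTT. OMFP (added at 50 uM) then reacted 10 min; fluorescence read at 485/525 nm.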
# Menin MLL FP TR = displaces Texas Red mutant MLL peptide from human menin; O00255; Menin + Texas Red MLL mutant peptide, fluorescence polarization; Potency, µM (doses to about 61.6 µM), for the others: at the top dose FP activity change, negative = inhibition, most hits filed as inhibitors; hit rate 0.23% among 270,000; active means well fitted inhibition curve with a large enough effect in the polarisation, with a control signal flat, not every such curve was filed as active; inconclusive means small, poorly fitted or top-dose-only effect, or effect the other way, or a change in a side signal; inactive means no such curve, though single readings can be large or run the other way; the % refers to the polarisation; further: potency means the concentration at half of the fitted maximal effect; % of control where 0% means no effect; many of its hits are not listed in these tables
# Target sequence (O00255 whole entry, looked up): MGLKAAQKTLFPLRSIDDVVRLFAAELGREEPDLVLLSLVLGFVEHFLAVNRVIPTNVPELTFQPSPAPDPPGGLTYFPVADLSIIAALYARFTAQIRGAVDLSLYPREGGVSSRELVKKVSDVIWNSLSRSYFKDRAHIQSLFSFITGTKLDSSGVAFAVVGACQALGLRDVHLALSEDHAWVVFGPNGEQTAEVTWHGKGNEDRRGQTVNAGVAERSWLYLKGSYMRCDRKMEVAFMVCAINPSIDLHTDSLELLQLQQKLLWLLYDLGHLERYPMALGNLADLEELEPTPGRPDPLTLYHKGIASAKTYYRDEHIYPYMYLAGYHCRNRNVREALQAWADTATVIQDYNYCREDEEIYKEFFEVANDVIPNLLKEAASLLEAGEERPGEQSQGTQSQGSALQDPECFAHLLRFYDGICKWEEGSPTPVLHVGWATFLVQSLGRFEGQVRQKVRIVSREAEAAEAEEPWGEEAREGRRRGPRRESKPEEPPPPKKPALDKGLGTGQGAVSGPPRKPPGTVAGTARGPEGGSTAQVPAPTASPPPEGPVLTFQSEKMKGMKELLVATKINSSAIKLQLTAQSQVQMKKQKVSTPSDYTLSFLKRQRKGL
# Mito fusion act = mitochondrial division inhibition or fusion activation. S. cerevisiae fusion-defective mutant growth rescue, CellTiterGlo 48 h. Potency, µM (doses to about 46.1 µM), inactives show at the highest dose growth rescue (activation), most hits filed as activators. hit rate 0.23% among 320,000;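 further: potency means the concentration at half of the fitted maximal effect; % of control where 0% means no effect; nearly all actives have a fitted effect of over 45% in size; temperature-sensitive fusion mutants such as fzo1-1 at 37 °C on non-fermentable ethanol glycerol medium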
#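 Growth-rescue viability read-out: after 48 h at the non-permissive 37C in glycerol/ethanol YPEG, yeast mitochondrial fusion mutants are measured by CellTiterGlo luminescence; compounds (23 nl pinned per well) restoring growth score as division inhibitors or fusion activators.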
# GALK inhibitor = galactokinase (human) inhibition; P51570; Purified GALK, Kinase-Glo residual ATP luminescence; Potency, µM (doses to about 57.5 µM), without a hit: top-dose activity change, negative = inhibition, actives largely listed as inhibitors; hit rate 0.007% among 270,000; AID 1868; further: potency means the concentration at half of the fitted maximal effect; on the % scale 0 is the no-effect control and ±100 the full control effect
#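 Human GALK (5 nM) with 35 uM ATP and 100 uM galactose in 20 mM HEPES pH 8.0, 5 mM MgCl2, 60 mM NaCl, 1 mM DTT, 0.01% BSA. After 1 h at room temperature, leftover ATP was read by Kinase-Glo Plus luminescence.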
# TSHR antag = human thyrotropin receptor antagonism | TSHR-expressing cells, TSH-stimulated cAMP HTRF, 2 h; hits give low values | activity change, negative = inhibition, % at 11.5 µM | hit rate 0.2% among 330,000 | AID 504810 | P16473;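 active means activity change below a set negative limit, meaning inhibition stronger than a set level, cut at about -70% in these data; inconclusive means activity change between two set negative limits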; further: on the % scale 0 is the no-effect control and ±100 the full control effect
#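 TSHR-expressing cells were treated with compounds, then stimulated with TSH at EC80 (4nM final) for 2 hours at 37 deg C. Cellular cAMP was measured by HTRF competition between lysate cAMP and cAMP-d2 for a cryptate-labelled anti-cAMP antibody.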
# KCNH2 WT inh = KCNH2 (human, wildtype) channel inhibition; U2OS, BacMam KCNH2, thallium flux FluxOr; hits give low values; activity change, % at 1.84 µM; AID 720551; Q12809; hit rate 0.37% among 340,000;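 active means maximum activity change below -70%; inconclusive means maximum activity change between -70% and -50%; inactive means maximum activity change above -50%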; further: on the % scale 0 is the no-effect control and ±100 the full control effect
#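 U2OS cells were transduced with wild-type KCNH2 virus (2.03 x 10^8 / mL) for 4 h at room temperature, then cultured overnight at 37 C. Thallium flux was read with FluxOr dye. Rate constants were normalized to DMSO controls.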
# * = called active by the depositor; i = inactive; ? = inconclusive; nt = not tested or not shown; & = joins results of further samples; [ ] = another dose, or the depositor's remark. Unless noted, the call rests on the fitted dose curve; in most records, active means well fitted curve in the direction sought with a large enough effect; inconclusive means small, poorly fitted or top-dose-only effect, or another doubt; inactive means no such curve, though single readings can be large; an effect the other way counts as inactive or inconclusive. Some of the compounds tested; rates above refer to the full screens.
SMILES,PKM2 act,USP2a block,BCR signal inh,S-ASM inh,MBNL1-CUG inh,Eya2 inh,Menin MLL FP TR,Mito fusion act,GALK inhibitor,TSHR antag,KCNH2 WT inh
O=S(=O)(c1ccccc1Oc1ccc(Cl)cc1Cl)N1CCCCC1,-1.9%,5.9%,3.5%,-2.0%,-7.9%,?,nt,-1.7%,nt,1.6,-2.1
Cc1c(C(=O)Nc2nccs2)oc2ccc(Br)cc12,nt,1.1%,11.3%,1.4%,nt,11.5%,nt,nt,nt,-1.2,24.5
COc1ccc(OC)c(/C=N\NC(=O)c2ccc(-c3ccccc3)cc2)c1,8.1%,-2.0%,1.5%,83.0%[activator],26.4%,3.9%,nt,-5.7%,-3.0%,-3.3,-1.6
CCNC(=O)NC(=O)CSc1nnc(-c2c[nH]c3ccccc23)o1,nt,0.0%,?,-1.2%,3.4%,-1.2%,41.9%,-4.7%,-1.7%,9.1,0.2
COc1ccccc1CNC(=O)[C@@H](NC(=O)C1CCN(C(=O)[C@@H]2CCCN2C(=O)OC(C)(C)C)CC1)C(C)C,-0.1%,-0.8%,11.0%,-3.4%,-11.4%,15.9%,0.2%,0.4%,nt,5.0,-4.0
C/C(NCC(C)(C)CN(C)C)=C(/C#N)C(=O)NCc1ccccc1,5.5%,0.0%,-4.7%,2.0%,-2.2%,-5.7%,3.8%,-1.6%,-2.7%,-9.1,18.2
CCc1ccc(S(=O)(=O)Nc2cccc(-c3ccc4nncn4n3)c2)s1,1.7%,0.8%,-8.3%,4.5%,10.8%,16.8%,-1.3%,10.2%,-2.6%,-10.1,i
CC1=C(C(=O)Nc2ccccc2C)C2(CCCCC2)C(C(N)=O)C(=S)N1 (configuration not stated),0.4%,0.6%,0.4%,0.3%,-18.0%,7.0%,0.4%,4.1%,nt,5.4,-0.7
CC(=O)N1CCN(Cc2nc3cc(NC(=O)c4cccc(Br)c4)ccc3n2C)CC1,5.7%,-1.5%,0.5%,-1.0%,2.4%,?,nt,-1.3%,1.7%,-7.1,2.8
c1ccc(-c2ccc(CN3C[C@@H]4C(c5ccccc5)C5(c6cccnc6)CC4(C5)[C@H]3c3ccccc3)cc2)cc1 (some centres not stated),-2.0%&-5.5%,-9.7%,-0.4%,-3.8%,-1.7%,4.0%,12.9%,-20.4%,2.5%,-7.2,1.0
Cc1ccc(Sc2oc(/C=N/n3cnnc3)cc2Br)cc1,-3.4%,-5.7%,-17.0%,-6.1%,11.3%,-8.4%,-1.1%,-0.3%,-1.6%,10.0,1.6
COc1ccccc1C(CNC(=O)c1oc2ccccc2c1C)N1CCCC1 (configuration not stated),nt,1.8%,?,0.0%,nt,4.9%,nt,-3.9%,nt,18.1,17.8
CC(C)(O)C(O)COc1c2ccoc2cc2oc(=O)ccc12 (configuration not stated),-0.8%,9.9%,?,38.9%[activator],9.3%,5.6%,-2.4%,4.1%,-0.8%,-9.7,-0.4
Cc1ccc(CCNCc2c(C(=O)O)c(C)n(-c3ccccc3)c2C)cc1,nt,-2.5%,-3.8%,0.6%,0.2%,-18.7%,?,2.8%,-1.7%,-9.2,3.6
COc1ccc(NC2CCCN(C(=O)c3ccc(C(C)=O)s3)C2)cc1 (configuration not stated),2.3%[0.46 µM],-1.2%,?,3.1%,19.7%,3.1%,-2.6%,6.3%,-0.2%,18.4,1.1
O=S(=O)(c1ccc(F)cc1)c1nc(-c2ccco2)oc1Nc1ccccc1,6.9%,2.0%,?,0.5%,10.2%,-8.3%,14.0%,?,-1.9%,43.8,-13.6
CC(C)c1ccccc1NC(=O)c1cccnc1,-3.2%,-0.6%,1.6%,1.1%,-2.6%,-10.5%,0.3%,-3.7%,0.1%,4.1,9.1
CCn1c(O)c(C=NCc2ccccc2)sc1=S,0.1%,4.8%,-12.9%,-0.3%,?,3.1%,nt,3.4%,5.2%,-9.6,4.8
Cc1cccc(OCCn2c(=O)sc3ccccc32)c1,-0.7%,-0.1%,?,-5.3%,-12.1%,2.4%,-5.2%,7.7%,-1.4%,-1.5,-8.0
O=C(Nc1ccc(O)c2c(=O)cc(-c3ccccc3Cl)oc12)c1ccc(F)cc1,2.2%,-1.6%,0.8%,-1.0%,-1.3%,-1.9%,?,5.2%,1.5%,5.6,-5.1
COc1ccc(S(=O)(=O)Nc2ccc(NC(C)=O)cc2)cc1Br,9.8%,0.3%,-1.3%,-1.4%,-2.2%,1.5%,7.7%,-6.2%,-2.9%,-9.4,-1.2
Cc1ccc(C(C(=O)NC2CCCC2)N(Cc2ccc3c(c2)OCO3)C(=O)c2snc(C(N)=O)c2N)cc1 (configuration not stated),-0.6%,6.8%,3.3%,136.6%[activator],1.2%,0.8%,nt,-0.2%,1.4%,0.9,-3.2
COC(=O)CNC(=O)/C=C/c1ccc(OC)cc1,-5.5%,4.1%,-12.9%,2.8%,21.2%,?,-0.5%,-1.1%,4.2%,14.1,21.2
Cc1ccc(N(CC(=O)NCc2ccccc2)S(=O)(=O)c2c(C)noc2C)cc1,0.8%,0.7%,1.0%,-1.0%,-1.4%,-0.8%,?,-3.2%,-1.5%,5.3,-10.4
COc1cccc(NC(=O)COC(=O)/C=C/c2ccco2)c1,nt,-0.6%,5.6%,-2.5%,nt,18.4%,nt,-2.0%,nt,-15.4,-4.7
CC(C)CNC(=O)COC(=O)CNC(=O)c1cc(Cl)cc([N+](=O)[O-])c1,5.5%,4.8%,-3.7%,1.4%,?,-12.0%,-11.2%,-2.8%,0.7%,-0.9,-5.4
COc1ccc(NC(C)=O)cc1S(=O)(=O)Nc1ccc(S(=O)(=O)N2CCCCC2)cc1,nt,-1.2%,1.8%,-0.1%,nt,-15.5%,nt,nt,nt,0.6,-1.5
COc1ccc(CCn2c(-c3ccco3)nc3ccccc3c2=O)cc1OC,1.4%,-2.7%,9.2%,-4.1%,-3.1%,-8.0%,3.7%,15.8%,-0.6%,-29.2,10.8
O=C(OCC(=O)N1CCN(S(=O)(=O)c2ccccc2)CC1)C1CCC1,nt,0.9%,1.8%,5.6%,nt,8.1%,nt,nt,nt,nt,32.0
COc1ccc(CC(=O)N2CCN(C(=O)c3ccco3)CC2)cc1,0.6%,0.8%,7.0%,2.3%,5.2%,11.0%,-0.9%,-6.2%,-1.5%,11.4,-15.6
O=C(Cc1ccc(-n2c(=O)[nH]c3ccsc3c2=O)cc1)NCc1cccnc1,-16.7%,2.4%,-4.0%,nt,12.8%,0.0%,-22.5%,-0.1%,-1.2%,34.8,7.8
CC(CN1CCOCC1)c1ccccc1 (configuration not stated),-5.1%,-0.3%,10.0%,-0.5%,-3.0%,-2.1%,-5.1%,2.6%,3.5%,18.0,0.6
CCC(C)N(C(=O)COC(=O)c1ccccc1SCC(=O)N1CCCC1)C1CCS(=O)(=O)C1 (configuration not stated),0.4%,0.2%,?,4.2%,-5.1%,-11.2%,nt,0.8%,5.3%,7.6,-2.8
O=C(CSc1nnc(-c2ccc3c(c2)OCO3)o1)Nc1c(F)cccc1F,nt,-4.8%,?,-2.1%,nt,5.6%,nt,nt,nt,13.7,-6.6
COc1cc(NC(=O)CN2C(=O)NC(c3ccccc3)(c3ccccc3)C2=O)cc(OC)c1,6.0%,0.9%,?,-9.9%,-6.7%,-7.0%,39.3%[activator],2.7%,-0.9%,6.4,-6.1
Cc1cc(C)n2nc(SCC(=O)N3CCCC3)nc2n1,nt,0.8%,-0.2%,5.0%,nt,6.6%,nt,nt,nt,20.3,-1.8
CC(=O)N1CCN(C(=O)c2ccc(Cl)c(S(=O)(=O)N3CCCCCC3)c2)CC1,nt,2.0%,-1.1%,1.8%,nt,-5.5%,nt,-0.6%,nt,4.7,2.2
CCCCCCCN1C(Nc2ccccc2)=NC[C@@H]1Cc1ccccc1,-0.3%,0.4%,?,-1.1%,2.3%,5.7%,1.4%,-6.8%,nt,8.8,-30.1
CCOC(=O)N1CCc2c(sc3c2c(=O)n(Cc2ccccc2)c(=O)n3Cc2ccccc2F)C1,0.3%,-0.6%,5.0%,-3.6%,-1.7%,1.2%,-6.5%,24.9%,nt,-4.7,-0.8
N=C(c1ccc([N+](=O)[O-])cc1)N1CCCCCC1,-3.6%,2.8%,9.0%,-2.2%,?,4.3%,-11.5%,-19.6%,-0.8%,-2.3,3.5

# Screening results deposited in PubChem by National Center for Advancing Translational Sciences (NCATS).
